Source: PubChem
RORgamma inh = qHTS for inhibitors of ROR gamma transcriptional activity | Potency, µM (top dose mostly 53.6 µM), inactives show at the top dose activity change, negative = inhibition, hits mostly inhibitors | AID 2551, 2010 | Drosophila S2 Gal4-RORgamma UAS-luciferase reporter, 20 h | Nuclear receptor ROR-gamma (Mus musculus), P51450 | 310,000 compounds, 5.4% hits; further: potency means the concentration at half of the fitted maximal effect; on the % scale 0 is the no-effect control and ±100 the full control effect; nearly all actives have a fitted effect of over 60% in size
Target sequence (P51450 whole entry, looked up, the tested form may be a part): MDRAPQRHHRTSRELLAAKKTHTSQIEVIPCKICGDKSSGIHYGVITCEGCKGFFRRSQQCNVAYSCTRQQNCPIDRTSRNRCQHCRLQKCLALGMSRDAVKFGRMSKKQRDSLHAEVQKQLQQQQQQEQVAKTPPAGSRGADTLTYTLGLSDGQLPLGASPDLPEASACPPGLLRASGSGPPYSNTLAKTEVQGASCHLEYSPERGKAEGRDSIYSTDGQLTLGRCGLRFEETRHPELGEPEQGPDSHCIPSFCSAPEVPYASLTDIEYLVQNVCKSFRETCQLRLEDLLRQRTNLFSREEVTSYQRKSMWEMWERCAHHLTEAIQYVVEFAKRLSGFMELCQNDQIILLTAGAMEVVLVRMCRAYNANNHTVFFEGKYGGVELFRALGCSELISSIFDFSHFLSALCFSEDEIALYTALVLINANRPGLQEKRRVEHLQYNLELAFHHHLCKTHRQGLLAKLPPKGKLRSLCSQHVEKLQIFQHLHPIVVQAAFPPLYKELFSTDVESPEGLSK
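Compounds are pin-transferred onto Drosophila Schneider cells expressing a copper-inducible Gal4–ROR gamma transactivation domain fusion. After 1 hr, copper sulfate is added to 700 uM final; luciferase is read 20 hr later.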
Tb PFK block = qHTS Assay to Find Inhibitors of T. brucei phosphofructokinase; ATP-dependent 6-phosphofructokinase (Trypanosoma brucei brucei), O15648; T. brucei PFK, ADP-Glo luminescence; Potency, µM (top dose mostly 57.5 µM), inactives show at the highest dose activity, negative = inhibition, hits mostly inhibitors; 330,000 compounds, 0.17% hits;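 further: potency means the concentration at half of the fitted maximal effect; 0% = uninhibited 1x PFK enzyme wells and -100% = no-enzyme wells; nearly all actives have a fitted effect of over 60% in size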
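PFK 1.25 nM, F6P 0.5 mM, ATP 0.1 mM, 0.1 M TEA pH 8.0, 5 mM MgCl2, 0.01% Tween20, 0.1% BSA; 45 min RT. ADP-Glo readout. qHTS titration up to 57 uM; curves fitted, compounds curve-classed.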
KCNH2 3.1 inh = qHTS for Inhibitors of KCHN2 3.1: Mutant qHTS; Potassium voltage-gated channel subfamily H member 2, brain isoform KCNH2 3.1 (human); U2OS KCNH2 3.1, thallium flux FluxOr; active compounds read low; activity change, % (tested at about 1.8 µM); 340,000 compounds, 0.95% hits; AID 720553, 2013;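 active means maximum activity change below -70%; inconclusive means maximum activity change from -70% to -50%; inactive means maximum activity change above -50%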;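 further: thallium influx rate constant from kinetic fluorescence after stimulation buffer; on the % scale 0 is the no-effect control and ±100 the full control effect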
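Thallium flux read-out: FluxOr dye with Red40 quencher in HBSS/HEPES, 45 min at RT. Rate constants from kinetic reads were normalized to positive and negative DMSO controls. Cells: U2OS virally expressing the 3.1 isoform.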
Giardia kill = Small Molecules that selectively kill Giardia lamblia: qHTS. AID 540267, 2011. activity change, % at 7.66 µM, hits read low. 340,000 compounds, 0.15% hits. Giardia lamblia trophozoite viability; in the data active means activity change below about -80%; inconclusive means between about -30% and that limit;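 further: parasites exposed to compound for two days anaerobically before the ATP read; on the % scale 0 is the no-effect control and ±100 the full control effect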
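Luminescence from cellular ATP indicates surviving trophozoites (100 cells/well) following 48 hrs anaerobic compound treatment at 37 deg C; signal develops 15-30 min at room temperature.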
Coupling enz = qHTS Assay for Inhibitors of Fructose-1,6-bisphosphate Aldolase from Giardia Lamblia: Coupling assay counterscreen; coupling enzyme system counterscreen, AmpLite Red fluorescence; activity change, negative = inhibition, % at 58.2 µM, hits read low; 290,000 compounds, 0.67% hits; in the data active means activity change below about -30%; further: on the % scale 0 is the no-effect control and ±100 the full control effect
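Fluorescence at 525 nm excitation and 598 nm emission measured inhibition of the coupled detection system without aldolase. Compounds (at 57.5 uM final) were preincubated 10 min at room temperature with coupling enzyme reagent before a 20 min substrate/AmpLite Red step.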
uPA generation = qHTS for Inhibitors of Cell Surface uPA Generation | Potency, µM (series often up to 38.3 µM), without a hit: top-dose activity change, negative = inhibition, hits mostly inhibitors | cell surface uPA generation assay, qHTS | AID 540303, 2011 | 330,000 compounds, 0.31% hits; active means well fitted inhibition curve with a large enough effect; inconclusive means small, poorly fitted or top-dose-only effect; inactive means no such curve, though single readings can be large or run the other way; tested in mouse RAW 264.7 cells; further: potency means the concentration at half of the fitted maximal effect; on the % scale 0 is the no-effect control and ±100 the full control effect; nearly all actives have a fitted effect of over 55% in size
ELG1 genotoxic = qHTS screen for small molecules that induce genotoxicity in human embryonic kidney (HEK293T) cells expressing luciferase-tagged ELG1; HEK293T ELG1-luciferase reporter, luminescence, 16 h; Potency, µM (top dose mostly 46 µM), for inactives: top-dose activity change, positive = activation, hits mostly activators; 330,000 compounds, 1.3% hits; further: potency means the concentration at half of the fitted maximal effect; % of control where 0% means no effect; nearly all actives have a fitted effect of over 60% in size
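HEK293T cells expressing luciferase-tagged ELG1 were treated with compound or DMSO for 16 hr at 37°C. Luciferase activity was then read after 30 min with ONE-Glo at room temperature; rising signal flags genetic stress.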
NPC1 promoter act = qHTS Assay for NPC1 Promoter Activators | Huh7 NPC1 promoter luciferase reporter, 24 h | AID 485313, 2010 | 320,000 compounds, 2.4% hits | Potency, µM (top dose mostly 9.22 µM), without a hit: at the top dose activation, hits mostly activators;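 further: potency means the concentration at half of the fitted maximal effect; % of control where 0% means no effect; nearly all actives have a fitted effect of over 60% in size; reporter is driven by a mutant NPC1 promoter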
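Readout is luciferase luminescence, reflecting NPC1 promoter activation in stably transfected Huh7 cells after 24 h compound exposure at 37 °C in reduced-serum medium with 10% FBS.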
FLuc modulator = qHTS profiling assay for firefly luciferase inhibitor/activator using purifed enzyme and Km concentrations of substrates (counterscreen for miR-21 project) | AID 588342, 2011 | 360,000 compounds, 6.9% hits | Potency, µM (top dose mostly 57.5 µM), for inactives: top-dose activity change, negative = inhibition, usual class: inhibitors | purified FLuc, Km substrates, luminescence inhibition | Luciferin 4-monooxygenase (Photinus pyralis), P08659;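 further: potency means the concentration at half of the fitted maximal effect; plate controls were vehicle for no effect and reference inhibitor for full effect; nearly all actives have a fitted effect of over 55% in size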
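Biochemical qHTS of compounds, final roughly 60 µM downward over six points, against 10 nM purified firefly luciferase using Km concentrations of substrates (10 uM D-luciferin, 10 uM ATP) in Tris acetate pH 7.5 buffer; luminescence output.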
Rab9 prom act = qHTS Assay for Rab9 Promoter Activators; 320,000 compounds, 2.8% hits; Huh7 Rab9 promoter-luciferase reporter, luminescence, 24 h; AID 485297, 2010; Potency, µM (doses to about 9.22 µM), for inactives: at the highest dose activation, negative = inhibition, hits mostly activators; further: potency means the concentration at half of the fitted maximal effect; % of control where 0% means no effect; nearly all actives have a fitted effect of over 60% in size
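Luminescence read-out: Huh7 cells stably expressing Rab9-luciferase, treated 24 h with compound at 37 °C, then lysed with luciferase reagent for 10 min at ambient before reading.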
VP16 counter = VP16 counterscreen qHTS for inhibitors of ROR gamma transcriptional activity; AID 2546, 2010; Drosophila S2 Gal4-VP16 UAS-luciferase, luminescence, 20 h; Potency, µM (doses to about 53.6 µM), for inactives: at the highest dose activity, negative = inhibition, hits mostly inhibitors; 310,000 compounds, 3.5% hits;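 further: Gal4-VP16 expression switched on by copper sulfate through the metallothionein promoter; potency means the concentration at half of the fitted maximal effect; on the % scale 0 is the no-effect control and ±100 the full control effect; nearly all actives have a fitted effect of over 50% in size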
Active calls of the source: *; ? = inconclusive; nt = no result given; [ ] = dose if it differs, or a comment. Unless noted, the call rests on the fitted dose curve; in most records, active means well fitted curve in the direction sought with a large enough effect; inconclusive means small, poorly fitted or top-dose-only effect, or another doubt; inactive means no such curve, though single readings can be large; an effect the other way counts as inactive or inconclusive. The order is random; overall some 14% were active at least once.

Results follow in this order: RORgamma inh | Tb PFK block | KCNH2 3.1 inh | Giardia kill | Coupling enz | uPA generation | ELG1 genotoxic | NPC1 promoter act | FLuc modulator | Rab9 prom act | VP16 counter
(1) CCCCc1cc(=O)oc2c(CN3CCN(C)CC3)c(O)ccc12
    39% | 0% | 14 | 33[activator] | 0 | 4% | -1% | -3% | 0% | -4% | -2%
(2) CC(=O)Nc1ccc(S(=O)(=O)NC(CC(=O)O)c2ccc(OC(C)C)cc2)cc1 (stereo unspecified)
    3% | 1% | -3 | 3 | -1 | 4% | 1% | 3% | 1% | 0% | 2%
(3) Cc1ccc(CN(C(=O)c2csnn2)C(C(=O)NC2CCCC2)c2ccc(C)o2)cc1 (stereo unspecified)
    -2% | -6% | -15 | -2 | 1 | 5% | -5% | 1% | 4% | -1% | -1%
(4) COc1ccc(-n2nc(C(=O)NCC(=O)Nc3cc(OC)c(OC)c(OC)c3)c3ccccc3c2=O)cc1OC
    -20% | 0% | 3 | 11 | -1 | 2% | -9% | -5% | -1% | -2% | -12%
(5) COc1ccc(C2CC(c3ccc4ccccc4c3)=NN2C(=O)CSc2ncccn2)cc1 (stereo unspecified)
    -1% | 0% | -1 | -4 | 2 | 0% | 0% | 4% | ? | 28% | 6%
(6) Cc1noc(NS(=O)(=O)c2ccc(NC(=O)CC(C)C)cc2)c1C
    -26% | -5% | -1 | -16 | 13 | 4% | -1% | 0% | 0% | -6% | -7%
(7) CNC(=S)N/N=C(\C)c1ccc(N2CCOCC2)cc1
    7.9µM* | 3% | 8 | 12 | 0 | -18% | 19% | 19% | ? | 28% | ?
(8) CC1(C)CC(=O)C=C(/C=C/c2ccccc2)C1
    nt | 2% | 6 | 29 | nt | ? | 4% | 17% | -19% | -4% | nt
(9) COCCC(=O)N1CCC(Oc2ccc(C(=O)N(C)C3CCCCC3)cc2)CC1
    41% | 0% | 0 | -15 | 2 | 14% | 1% | -3% | -2% | 1% | 15%
(10) CCN(c1ccccc1)S(=O)(=O)c1ccc(C(=O)N2CCN(c3ccccc3)CC2)cc1
    nt | 9% | -4 | 21 | nt | -7% | -2% | nt | nt | nt | nt
(11) COc1ccc(OC)c(CN2CCN(Cc3cc(OC)c(OC)c(OC)c3)CC2)c1
    -27% | 2% | 0 | -2 | 0 | 7% | 0% | 6% | -2% | 14% | 0%
(12) COc1ccc(S(=O)(=O)N2CCOC2CNC(=O)C(=O)NCc2ccc(F)cc2)cc1 (stereo unspecified)
    -1% | ? | 5 | -22 | -1 | -12% | -16% | -3% | 4% | -2% | -9%
(13) CCN(CC)CCNC(=O)c1ccccn1
    -10% | 0% | -14 | 4 | -1 | 3% | 1% | 6% | -2% | -5% | -5%
(14) COc1ccc(NC(=O)CSc2ncc(-c3ccc(F)cc3)n2Cc2ccco2)cc1
    ? | -7% | -10 | -15 | 0 | 0% | -7% | -2% | 3% | -6% | ?
(15) CCc1ccc(NC(=O)Cn2c(=O)n(CCCC(=O)NCc3ccco3)c(=O)c3ccccc32)cc1
    11% | 14% | 1 | 15 | 5 | 7% | 3% | 2% | 7% | 2% | -1%
(16) CCOC(=O)/C=C/C(=O)Nc1ccc(S(=O)(=O)N2CCc3ccccc32)cc1
    ? | -5% | -5 | -18 | -2 | ? | -2% | -18% | 5% | -4% | ?
(17) COc1cc2ncc(S(=O)(=O)c3ccccc3)c(N3CCCC(C)C3)c2cc1OC (stereo unspecified)
    ? | 3% | -7 | 5 | -6 | ? | -9% | -8% | 1% | 3% | 7%
(18) Cn1c(CCc2ccccc2)nnc1SCC(N)=O
    7% | -1% | -35 | 1 | 1 | 1% | -1% | -1% | 0% | 4% | -6%
(19) CCN(CC)C(=O)N1c2ccccc2CC(N(CC)CC)c2ccccc21 (stereo unspecified)
    16% | -5% | -4 | 17 | 2 | 9% | -9% | -2% | 4% | -1% | -7%
(20) Cc1ccc(S(=O)(=O)N(C)C)cc1NC(=O)COC(=O)CNC(=O)c1cccs1
    nt | 11% | 11 | -1 | nt | 4% | 1% | 2% | -13% | -2% | nt
(21) CC(NC(=O)c1cc(-c2cccnc2)nc2ccc(Br)cc12)C1CCCO1 (stereo unspecified)
    -14% | 0% | -8 | 11 | nt | -24% | -8% | -3% | ? | 14% | -8%

8 compounds from above, ordered by number of heavy atoms, ascending:
Results follow in this order: RORgamma inh | Tb PFK block | KCNH2 3.1 inh | Giardia kill | Coupling enz | uPA generation | ELG1 genotoxic | NPC1 promoter act | FLuc modulator | Rab9 prom act | VP16 counter
(13) CCN(CC)CCNC(=O)c1ccccn1
    -10% | 0% | -14 | 4 | -1 | 3% | 1% | 6% | -2% | -5% | -5%
(18) Cn1c(CCc2ccccc2)nnc1SCC(N)=O
    7% | -1% | -35 | 1 | 1 | 1% | -1% | -1% | 0% | 4% | -6%
(6) Cc1noc(NS(=O)(=O)c2ccc(NC(=O)CC(C)C)cc2)c1C
    -26% | -5% | -1 | -16 | 13 | 4% | -1% | 0% | 0% | -6% | -7%
(21) CC(NC(=O)c1cc(-c2cccnc2)nc2ccc(Br)cc12)C1CCCO1 (stereo unspecified)
    -14% | 0% | -8 | 11 | nt | -24% | -8% | -3% | ? | 14% | -8%
(16) CCOC(=O)/C=C/C(=O)Nc1ccc(S(=O)(=O)N2CCc3ccccc32)cc1
    ? | -5% | -5 | -18 | -2 | ? | -2% | -18% | 5% | -4% | ?
(9) COCCC(=O)N1CCC(Oc2ccc(C(=O)N(C)C3CCCCC3)cc2)CC1
    41% | 0% | 0 | -15 | 2 | 14% | 1% | -3% | -2% | 1% | 15%
(11) COc1ccc(OC)c(CN2CCN(Cc3cc(OC)c(OC)c(OC)c3)CC2)c1
    -27% | 2% | 0 | -2 | 0 | 7% | 0% | 6% | -2% | 14% | 0%
(14) COc1ccc(NC(=O)CSc2ncc(-c3ccc(F)cc3)n2Cc2ccco2)cc1
    ? | -7% | -10 | -15 | 0 | 0% | -7% | -2% | 3% | -6% | ?
